# Screening data as filed in PubChem.
# Coupling enz: coupling enzyme interference in Giardia aldolase counter-screen; coupling enzyme system counterscreen, AmpLite Red fluorescence; activity change, negative = inhibition, % at 58.2 µM, hits read low; 290,000 compounds, 0.67% hits; AID 2472; in the data active means activity change below about -30%
#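 Counterscreen of the coupled detection system alone, without aldolase: glyceraldehyde-3-phosphate coupling enzymes plus AmpLite Red readout. Compounds at 57.5 uM final, 10 min RT preincubation, 20 min RT reaction, fluorescence 525/598 nm.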
# KCNH2 WT inh: KCNH2 (human, wildtype) channel inhibition. U2OS, BacMam KCNH2, thallium flux FluxOr; stronger effect = lower value. activity change, % at 1.84 µM. 340,000 compounds, 0.37% hits. AID 720551;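 active means maximum activity change below -70%; inconclusive means maximum activity change between -70% and -50%; inactive means maximum activity change above -50%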
#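 U2OS cells were transduced with wild-type KCNH2 virus (2.03 x 10^8 / mL) for 4 h at room temperature, then cultured overnight at 37 C. Thallium flux was read with FluxOr dye. Rate constants were normalized to DMSO controls.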
# Eya2 inh: blocks the phosphatase activity of human Eya2; Potency, µM (series often up to 76.9 µM), for inactives: at the highest dose activity, negative = inhibition, hits mostly inhibitors; AID 488837; recombinant Eya2, OMFP fluorescence dephosphorylation (OMFP is methylfluorescein phosphate); 330,000 compounds, 0.006% hits; O00167; further: potency means the concentration at half of the fitted maximal effect
# Target sequence (O00167 whole entry, looked up): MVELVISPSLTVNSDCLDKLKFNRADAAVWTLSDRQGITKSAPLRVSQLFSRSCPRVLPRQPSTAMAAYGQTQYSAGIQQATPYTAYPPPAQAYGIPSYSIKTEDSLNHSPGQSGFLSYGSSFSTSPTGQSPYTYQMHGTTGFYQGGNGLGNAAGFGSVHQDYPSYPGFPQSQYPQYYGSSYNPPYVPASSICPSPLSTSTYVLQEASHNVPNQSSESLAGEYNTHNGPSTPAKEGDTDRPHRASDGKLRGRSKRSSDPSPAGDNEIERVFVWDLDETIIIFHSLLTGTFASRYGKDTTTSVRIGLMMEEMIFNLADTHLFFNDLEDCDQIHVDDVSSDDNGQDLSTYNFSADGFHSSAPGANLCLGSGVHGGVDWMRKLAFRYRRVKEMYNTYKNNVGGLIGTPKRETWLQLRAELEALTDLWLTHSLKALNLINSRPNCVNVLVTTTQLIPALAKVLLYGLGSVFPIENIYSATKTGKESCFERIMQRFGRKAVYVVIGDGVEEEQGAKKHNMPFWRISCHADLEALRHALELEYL
#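 Eya2 protein (added as 0.2 uM solution) was preincubated with compound for 10 min at ambient temperature in 50 mM HEPES pH 7.5, 50 mM NaCl, 5 uM MgCl2, 0.05% BSA, 1 mM DTT. OMFP (added at 50 uM) then reacted 10 min; fluorescence read at 485/525 nm.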
# USP2a inh: blocks human ubiquitin-specific protease USP2a; AID 463254; Potency, µM (series often up to 38.3 µM), for the others: at the top dose activity change, negative = inhibition, actives largely listed as inhibitors; USP2 core, Ub-CHOP2 coupled fluorogenic reporter, 485/531; 330,000 compounds, 0.01% hits; O75604;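 further: potency means the concentration at half of the fitted maximal effect; plate controls were DMSO wells for no effect and full inhibition by NEM control for full effect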
#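 Deubiquitinase activity read as fluorescence (485/531 nm) after Ub-CHOP2 cleavage activates the enterokinase reporter on its substrate; USP2 core 10nM, Ub-CHOP2 and substrate 25nM each, 30min compound preincubation then 60min RT; data normalized to NEM, curves fitted.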
# Giardia kill: Giardia lamblia killing | Giardia lamblia trophozoite viability | activity change, % at 7.66 µM, hits read low | 340,000 compounds, 0.15% hits; in the data active means activity change below about -80%; inconclusive means between about -30% and that limit;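 further: parasites exposed to compound for two days anaerobically before the ATP read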
#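 Trophozoite viability was measured as ATP-dependent luminescence, read 15-30 min after reagent addition. Before that, parasites at 100 cells/well were exposed to compounds for 48 h, anaerobically, at 37 deg C.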
# KCNH2 3.1 block: blocks the human KCNH2 3.1 channel isoform; activity change, % (tested at about 1.8 µM); U2OS KCNH2 3.1, thallium flux FluxOr; stronger effect = lower value; 340,000 compounds, 0.95% hits; AID 720553;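 active means maximum activity change below -70%; inconclusive means maximum activity change from -70% to -50%; inactive means maximum activity change above -50%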;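 further: thallium influx rate constant from kinetic fluorescence after stimulation buffer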
#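 Normalized rate constant (relative to positive and negative DMSO controls) derived from a 2 min kinetic fluorescence read after stimulation; U2OS cells expressing the 3.1 isoform via virus at 1.77 x 10^8 /mL.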
# PKM2 activator: PKM2 (human) enzyme activation. P14618. purified PKM2, Kinase-Glo ATP luminescence, activation; response scale: 0% is enzyme alone, no compound. Potency, µM (highest dose often 57.5 µM), without a hit: top-dose activation, actives largely listed as activators. 260,000 compounds, 0.34% hits. AID 1631; further: potency means the concentration at half of the fitted maximal effect; nearly all actives have a fitted effect of over 55% in size
#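 ATP formation by purified human PK-M2, quantified via coupled luciferase luminescence after 1 h at room temperature with 0.1 mM ADP and 0.5 mM PEP final.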
# GALK inhibitor: inhibitors of human galactokinase. Purified GALK, Kinase-Glo residual ATP luminescence. P51570. Potency, µM (titrated, usually from 57.5 µM), for the others: at the top dose activity change, negative = inhibition, hits mostly inhibitors. AID 1868. 270,000 compounds, 0.007% hits; further: potency means the concentration at half of the fitted maximal effect
# Target sequence (P51570 whole entry, looked up): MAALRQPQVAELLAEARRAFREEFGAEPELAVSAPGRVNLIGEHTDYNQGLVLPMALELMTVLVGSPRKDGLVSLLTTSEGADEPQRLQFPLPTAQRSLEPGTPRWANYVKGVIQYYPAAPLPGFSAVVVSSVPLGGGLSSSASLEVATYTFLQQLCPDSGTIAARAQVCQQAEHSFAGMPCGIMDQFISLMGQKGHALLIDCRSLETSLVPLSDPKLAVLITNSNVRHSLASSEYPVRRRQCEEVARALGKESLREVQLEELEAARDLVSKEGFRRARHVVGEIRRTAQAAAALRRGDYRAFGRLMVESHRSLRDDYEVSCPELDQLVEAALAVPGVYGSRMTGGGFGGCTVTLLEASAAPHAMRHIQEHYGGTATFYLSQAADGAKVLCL
#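 Galactose (100 uM) and ATP (35 uM) were turned over by 5 nM GALK for 1 h at RT. Kinase-Glo Plus then converted the remaining ATP into a luminescent signal.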
# uPA generation: cell surface uPA generation inhibition; Potency, µM (highest dose often 38.3 µM), for the others: top-dose activity change, negative = inhibition, hits mostly inhibitors; 330,000 compounds, 0.31% hits; cell surface uPA generation assay, qHTS; active means well fitted inhibition curve with a large enough effect; inconclusive means small, poorly fitted or top-dose-only effect; inactive means no such curve, though single readings can be large or run the other way; tested in mouse RAW 264.7 cells; further: potency means the concentration at half of the fitted maximal effect; nearly all actives have a fitted effect of over 55% in size
# Chronic BCR inh: blocks chronic active B-cell receptor signaling. 340,000 compounds, 0.05% hits. AID 493014. ABC-DLBCL IkBa-CBG/CBR reporter, luminescence ratio, 4 h. Potency, µM (top dose mostly 46.1 µM), for inactives: at the top dose ratio change, negative = lower green/red ratio, usual class: inhibitors; active means well fitted inhibition curve with a large enough effect in the signal ratio, with a control signal flat, not every such curve was filed as active; inconclusive means small, poorly fitted or top-dose-only effect, or effect the other way, or a change in a side signal; the % refers to the signal ratio;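 further: potency means the concentration at half of the fitted maximal effect; plate controls were basal doxycycline-induced cells for no effect and cells given 10 µM MG132 for full effect; MG132 reads +100%, hits lower the ratio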
#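 Doxycycline induced both beetle luciferases in TMD8 lymphoma cells; IKK-driven degradation limits the IkappaBalpha-fused green signal, while red luminescence normalises for cell number and nonspecific effects. Compounds tested up to 46 uM, 4 hrs.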
# B2AR arrestin: beta2AR (human) beta-arrestin recruitment activity; P07550; beta-arrestin recruitment to beta2AR, cell-based reporter; Potency, µM (top dose mostly 46.1 µM), without a hit: at the top dose activation, hits mostly activators; 330,000 compounds, 0.02% hits;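 further: potency means the concentration at half of the fitted maximal effect; 0% = DMSO controls and full agonism = EC100 isoproterenol or metaproterenol; nearly all actives have a fitted effect of over 65% in size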
# * marks the source's active call; other numbers are inactive results; u = inconclusive; x = no result given. Unless noted, the call rests on the fitted dose curve; in most records, active means well fitted curve in the direction sought with a large enough effect; inconclusive means small, poorly fitted or top-dose-only effect, or another doubt; inactive means no such curve, though single readings can be large; an effect the other way counts as inactive or inconclusive. Unless noted, on the % scale 0 is the no-effect control and ±100 the full control effect.
SMILES,Coupling enz,KCNH2 WT inh,Eya2 inh,USP2a inh,Giardia kill,KCNH2 3.1 block,PKM2 activator,GALK inhibitor,uPA generation,Chronic BCR inh,B2AR arrestin
O=C(Cn1cccc1C(=O)c1ccccc1)NCc1ccco1,1,19,2%,1%,2,-24,2%,0%,6%,-6%,0.2%
O=S(=O)(Nc1ccccn1)c1ccc(Br)cc1,-2,-4,2%,1%,3,-15,-2%,-1%,-25%,-2%,-0.5%
CCOC(=O)/C=C/C(=O)OCC(=O)Nc1cccc(Cl)c1Cl,2,2,-15%,-2%,-2,6,28%,0%,-7%,u,-0.4%
CCN(C[C@H]1N[C@@](CC)(C(=O)OC)[C@H]2C(=O)N(C)C(=O)[C@@H]12)S(=O)(=O)c1ccc(OC)cc1,x,11,6%,1%,0,-1,x,x,-8%,u,-0.9%
CCC(C(=O)NC1CCCC1)N(Cc1ccco1)C(=O)Cn1nnc(-c2ccc(C)cc2)n1 (configuration not stated),3,-14,-14%,-12%,7,-11,6%,-3%,7%,u,-0.2%
COc1ccc(OC)c(NC(=O)CCCNC(=O)Cn2cnc3sc(C)c(C)c3c2=O)c1,1,0,-1%,0%,-4,5,1%,0%,14%,-2%,0.0%
CC(Oc1ccc(C(C)(C)C)cc1)C(=O)NCC(c1ccco1)N1CCCC1 (configuration not stated),x,17,12%,-4%,-2,13,x,x,0%,1%,0.0%
CN(C)C(CNC(=O)C1CCN(S(=O)(=O)c2ccccc2C(F)(F)F)CC1)Cc1ccccc1 (configuration not stated),x,14,-24%,0%,-6,-5,x,x,-19%,3%,0.5%
O=Cc1ccc(Oc2cccc(C(F)(F)F)c2)nc1,0,-4,5%,5%,-15,11,1%,0%,6%,1%,0.0%
Cc1nc(NC(=O)c2cncc(Br)c2)ccc1Br,-1,1,-4%,2%,5,1,2%,-7%,0%,4%,0.3%
COc1ccc(C(=O)N2CCCC(Nc3ccc(C)c(C)c3)C2)c(OC)n1 (configuration not stated),-2,2,13%,0%,-14,23,1%,5%,-11%,1%,0.4%
Cc1ccccc1Cn1cc(NC(=O)c2cc(-c3cccs3)on2)cn1,3,1,-4%,-1%,8,u,-1%,1%,x,10%,0.4%
CC1CN(C(=O)COC(=O)/C=C/c2cccc([N+](=O)[O-])c2)CC(C)O1 (configuration not stated),x,-14,-15%,8%,-13,-1,x,x,-6%,2%,-0.1%
O=C(O)COc1ccccc1C(Nc1cccnc1)c1cc(Cl)c2cccnc2c1O (configuration not stated),-27,-11,4%,-2%,11,6,21%,-1%,3%,10%,-0.1%
Cc1cc(C(=O)NC2CCCCC2)c2cc(F)ccc2n1,2,1,9%,-1%,5,3,-5%,10%,-9%,4%,0.1%
CCOc1cccc(-c2cc(C(=O)NN)[nH]n2)c1,4,-17,0%,-5%,7,4,-3%,3%,3%,0%,0.0%
COc1cc(/C=C2/CC/C(=C/c3ccc(O)c(OC)c3)C2=O)ccc1O,-1,-8,-6%,-7%,-1,-13,11%,5%,-13%,u,0.3%
O=C(Cc1ccccc1)N/N=C/c1ccc[nH]1,-10,-1,-2%,1%,13,26,-1%,-2%,10%,-6%,0.5%
CCOc1ccccc1NC(=O)C(=O)N/N=C/c1cc(Br)ccc1O,0,4,-2%,1%,-26,0,-1%,-1%,-4%,u,-0.2%
CS(=O)(=O)N(CC(N)=O)c1ccc2c(c1)OCO2,-1,7,17%,-1%,-6,5,4%,-1%,3%,u,0.2%

# By substructure, the entries above containing fluorine
SMILES,Coupling enz,KCNH2 WT inh,Eya2 inh,USP2a inh,Giardia kill,KCNH2 3.1 block,PKM2 activator,GALK inhibitor,uPA generation,Chronic BCR inh,B2AR arrestin
CN(C)C(CNC(=O)C1CCN(S(=O)(=O)c2ccccc2C(F)(F)F)CC1)Cc1ccccc1 (configuration not stated),x,14,-24%,0%,-6,-5,x,x,-19%,3%,0.5%
O=Cc1ccc(Oc2cccc(C(F)(F)F)c2)nc1,0,-4,5%,5%,-15,11,1%,0%,6%,1%,0.0%
Cc1cc(C(=O)NC2CCCCC2)c2cc(F)ccc2n1,2,1,9%,-1%,5,3,-5%,10%,-9%,4%,0.1%

# (further entries)
SMILES,Coupling enz,KCNH2 WT inh,Eya2 inh,USP2a inh,Giardia kill,KCNH2 3.1 block,PKM2 activator,GALK inhibitor,uPA generation,Chronic BCR inh,B2AR arrestin
COc1cccc(CC(NC(C)=O)C(=O)NC2CCN(S(=O)(=O)c3ccc(F)cc3)CC2)c1OC (configuration not stated),3,-2,4%,4%,17,17,-2%,-1%,0%,6%,0.2%
COc1cc(NC(=O)CCCNC(=O)Cn2cnc3sc(C)c(C)c3c2=O)cc(OC)c1OC,0,-10,3%,-2%,17,3,2%,16%,-4%,-7%,-1.0%
O=C(COc1ccc2c(-c3ccccc3)cc(=O)oc2c1)NCCN1CCOCC1,3,4,-11%,-1%,8,12,x,8%,-7%,-5%,-0.2%
CCOC(=O)C(=O)Nc1cc([N+](=O)[O-])ccc1C,3,3,-2%,4%,-5,-1,2%,0%,5%,3%,-0.3%
CCOc1cc(C2C3=C(CC(C)(C)CC3=O)N(CCOC)C3=C2C(=O)CC(C)(C)C3)ccc1OC,0,2,4%,-2%,-16,14,4%,1%,u,-2%,0.8%
CCC(C)NC(=O)CN(C)S(=O)(=O)c1ccc2c(c1)c(=O)n(C)c(=O)n2C (configuration not stated),2,4,13%,0%,-6,9,1%,3%,9%,u,0.2%
O=C(CCN1C(=O)/C(=C/c2ccccc2Cl)SC1=S)Nc1ccccc1C(=O)O,10,2,-11%,-9%,-5,-16,x,-1%,-16%,u,-1.0%
O=C1NC(=Nc2ccc(Cl)cc2)SC1Cc1cc(Cl)ccc1Cl (configuration not stated),1,-2,1%,-1%,1,-23,-4%,1%,-1%,5%,-1.3%
COC(=O)c1cnc(SC)nc1C,2,5,1%,1%,6,23,9%,1%,3%,4%,-0.8%
FC(F)(F)C1CC(c2cccs2)Nc2ncnn21 (configuration not stated),4,-5,-6%,3%,18,4,-1%,3%,-6%,-2%,-0.2%
Cc1c(NC(=O)c2cccc(NC(=O)Cc3c(F)cccc3Cl)c2)c(=O)n(-c2ccccc2)n1C,x,3,-1%,1%,5,-19,x,x,10%,u,-0.1%
CCCc1oc2c(c(=O)c1CC)C(=O)CC(C)(C)C2,3,6,-7%,1%,-3,3,3%,1%,x,u,-0.1%
CN1CCN(C(=O)c2ccc(Cl)c(S(=O)(=O)N3CCCCCC3)c2)CC1,1,3,5%,0%,2,-5,-23%,1%,2%,0%,-0.2%
COc1cccc(C2c3c(C)nn(-c4ccc([N+](=O)[O-])cc4)c3N=C3C(=O)Nc4ccccc4N32)c1 (configuration not stated),4,u,7%,0%,-13,-47,13%,1%,2%,3%,0.2%
Cc1cccc(N2CCN(C(=O)CSc3nc4ccccc4nc3N3CC(C)OC(C)C3)CC2)c1C (configuration not stated),1,0,17%,6%,-7,1,-1%,-3%,4%,-6%,-0.3%
Cc1ccc(C)c2c1[nH]c1ccccc12,-5,-2,7%,1%,0,4,2%,-4%,8%,u,-0.1%
Cc1cccc2c1cnn2C(=O)Nc1ccccc1Cl,-2,-9,9%,0%,-2,11,x,4%,7%,4%,-1.2%
CCCCC(O)(CCCC)C(=O)NN(C(=O)c1cccnc1Cl)c1ccccc1,-1,4,2%,11%,-14,-2,-1%,0%,3%,u,0.3%
Cc1c(NS(=O)(=O)c2ccc(NC(=O)CCC(=O)O)cc2)c(=O)n(-c2ccccc2)n1C,2,8,5%,4%,-3,-3,x,1%,5%,-2%,-0.8%
O=C(COc1c(CO)cc(Br)cc1CO)NC1CCCc2ccccc21 (configuration not stated),1,-4,13%,0%,-15,-6,2%,13%,-3%,3%,-0.1%
c1coc(CN2CCN(C(c3cccs3)c3nnnn3C3CCCC3)CC2)c1 (configuration not stated),x,19,-3%,2%,-14,-20,-9%,0%,3%,-5%,-0.5%
COc1cccc2cc(C(C)N(CCCN3CCOCC3)C(=O)Nc3ccc(Cl)cc3)oc12 (configuration not stated),0,18,13%,1%,-3,-42,-10%,-1%,3%,17%,0.1%
CC(O)Cc1nsc(NC(=O)c2ccc(Br)o2)n1 (configuration not stated),0,-9,15%,-2%,-11,-4,-2%,1%,x,1%,-0.2%
CC(=O)c1ccc(N2CCN(C(C)C(=O)NC3CCCc4ccccc43)CC2)cc1 (configuration not stated),3,3,-7%,0%,-9,1,6%,2%,-3%,-14%,-0.4%
COc1ccc(/C=C2\SC(=S)N(CCC(=O)NC3=NCCS3)C2=O)cc1OC,1,-7,-11%,-1%,14,15,0%,x,-8%,u,u
CCOc1ccc(CSc2nc(C)cc(COC)c2C#N)cc1OCC,-2,-1,-5%,-1%,-5,-9,x,1%,4%,u,0.2%
Cc1nn(C)c(C)c1Sc1ccccc1N,-1,-9,3%,2%,1,2,3%,-4%,1%,-11%,0.0%
NS(=O)(=O)c1ccc(CCNC(=O)C2CCN(S(=O)(=O)c3ccc(Br)s3)CC2)cc1,0,x,2%,-2%,2,-7,0%,5%,0%,14%,0.1%
